PLC-beta3 inh: inhibitors of human phospholipase C beta3; Purified PLC-beta3, fluorogenic substrate, fluorescence; inhibition, % at 12.2 µM; AID 720704; Q01970; hit rate 0.18% among 370,000; in the data active = inhibition above about 11%;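 note: 0% = median of compound wells on plate and 100% = full blocker control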
DAX1 inh-1: blocks DAX1 repression of SF-1 activated StAR promoter; HEK293T StAR-luciferase reporter, SF-1/DAX-1 repression relief; inhibition, % at 6.8 µM; hit rate 1.1% among 370,000; AID 652010;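 active = inhibition above the mean over all tested compounds plus 3 SD, cut at about 3.6% in these data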;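 note: 0% = DAX-1 cells with DMSO and 100% = cells lacking DAX-1 with DMSO; higher inhibition means more luminescence from relief of DAX-1 repression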
SMARCA2 activ: activators of SMARCA2 function; MG213 cells, MMTV-luciferase reporter, dexamethasone, overnight; activation, % at 9.1 µM; hit rate 1% among 370,000; in the data active = activation above about 7.8%;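 note: 0% = vehicle wells and 100% = reference activator wells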
sPLA2-III inh: Blocks human group III sPLA2 activity; QFRET BODIPY PC-A2 liposome hydrolysis, fluorescence; AID 743126; hit rate 0.56% among 370,000; inhibition, % at 12.2 µM;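 active = inhibition above mean plus 3 SD of compounds lying within the high and low control bounds, cut at about 19% in these data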;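 note: 0% = median of test compound wells and 100% = no enzyme DMSO wells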
hcDAF12 agonist: activators of H. contortus DAF-12 nuclear receptor; AID 652067; hit rate 1.4% among 370,000; HEK293 hcDAF-12 lit1-tk-luc reporter, luminescence; 0% DMSO, 100% Δ7-dafachronic acid; activation, % at 6.8 µM;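 active = activation above the mean of all tested compounds plus 3 SD, cut at about 5.5% in these data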;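 note: 100% = response to 3 µM Δ7-dafachronic acid high control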
hgDAF12 agonist: hgDAF-12 agonism, primary luciferase screen; HEK293 GAL4-hgDAF12 UAS-luciferase reporter, agonist luminescence; normalized to butyrate control; activation, % at 6.8 µM; hit rate 1.8% among 370,000; AID 687014;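 active = activation above a cutoff set at the mean of all screened compounds plus 3 SD, cut at about 10% in these data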;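 note: 0% = DMSO wells and 100% = sodium butyrate wells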
DAX1 inh-2: inhibits human nuclear receptor DAX1; P51843; HEK293 Gal4-DAX1 luciferase reporter, luminescence; inhibition, % at 6.75 µM; hit rate 0.99% among 340,000; AID 504766;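 active = inhibition above the mean over all tested compounds plus 3 SD, cut at about 4.2% in these data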;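 note: 0% = DAX1-transfected cells with DMSO and 100% = empty-vector control cells with DMSO; inhibition shows as a rise in luminescence from relieved DAX1 repression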
Target sequence (P51843 207-470 limits assumed): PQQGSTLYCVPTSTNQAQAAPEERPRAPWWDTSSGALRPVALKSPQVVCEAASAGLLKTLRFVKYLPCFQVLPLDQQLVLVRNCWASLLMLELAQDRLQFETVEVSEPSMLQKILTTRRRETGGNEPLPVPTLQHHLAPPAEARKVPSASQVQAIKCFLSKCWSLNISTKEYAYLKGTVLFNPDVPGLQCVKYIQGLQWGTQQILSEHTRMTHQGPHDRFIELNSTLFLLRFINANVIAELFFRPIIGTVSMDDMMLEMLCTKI
NR1D1 modulator: modulates human Rev-erb alpha binding to DNA. activity, % at 10 µM. Rev-erbα–FITC-DNA binding, fluorescence polarization, 90 min. AID 1259318. hit rate 0.79% among 370,000;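 active = activity above about 14%, limit read from the data; passing the limit was not always enough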;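 note: 0% = DMSO wells with 35 nM protein and 100% = DMSO wells with 750 nM protein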
Target sequence (P20393 whole entry, looked up): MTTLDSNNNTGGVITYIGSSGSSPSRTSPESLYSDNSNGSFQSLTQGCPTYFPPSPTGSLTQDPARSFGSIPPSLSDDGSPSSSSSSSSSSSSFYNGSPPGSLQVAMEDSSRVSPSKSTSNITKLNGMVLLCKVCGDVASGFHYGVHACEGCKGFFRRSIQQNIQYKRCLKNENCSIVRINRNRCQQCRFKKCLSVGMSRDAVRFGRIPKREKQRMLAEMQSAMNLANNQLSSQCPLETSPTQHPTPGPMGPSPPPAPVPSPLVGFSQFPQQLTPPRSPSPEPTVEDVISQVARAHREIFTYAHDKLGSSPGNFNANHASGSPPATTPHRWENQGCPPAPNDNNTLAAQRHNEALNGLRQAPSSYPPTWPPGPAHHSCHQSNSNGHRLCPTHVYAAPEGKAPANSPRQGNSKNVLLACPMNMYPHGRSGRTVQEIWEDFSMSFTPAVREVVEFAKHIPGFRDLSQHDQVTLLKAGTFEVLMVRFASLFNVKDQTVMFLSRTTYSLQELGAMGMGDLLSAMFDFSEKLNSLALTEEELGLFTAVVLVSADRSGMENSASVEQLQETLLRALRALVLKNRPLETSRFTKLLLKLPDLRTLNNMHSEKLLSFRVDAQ
PG9 Ab binder: binds the HIV-1 gp120 antibody PG9; TR-FRET gp120-PG9 antibody binding; inhibition, % at 6.7 µM; hit rate 0.43% among 360,000; AID 624416; in the data active = inhibition above about 8.5%
FXN GAA850 act: activators of GAA850 frataxin (FXN) promoter; HEK293 lucGAA850 FXN promoter luciferase reporter, 24 h; percent of 10 µM SAHA response; hit rate 0.56% among 360,000; activation, % at 6 µM;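 active = activation above the average of all compounds screened plus 3 SD, cutoff fixed separately per campaign, cut at about 7.5% in these data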;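 note: 0% = DMSO wells and 100% = 10 µM SAHA wells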
ssDAF12 agonist: activators of S. stercoralis DAF-12 nuclear receptor. AID 652126. activation, % at 6.8 µM. hit rate 1% among 370,000. HEK293 ssDAF-12/GRIP1 lit1-tk-luc reporter, luminescence; % of 3 µM dafachronic acid response;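 active = activation above the mean over all tested compounds plus 3 SD, cut at about 0.9% in these data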;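 note: 0% = DMSO-only wells and 100% = 3 µM delta7-dafachronic acid wells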
The depositor's hits bear a star; x = not tested or not shown.

SMILES	PLC-beta3 inh	DAX1 inh-1	SMARCA2 activ	sPLA2-III inh	hcDAF12 agonist	hgDAF12 agonist	DAX1 inh-2	NR1D1 modulator	PG9 Ab binder	FXN GAA850 act	ssDAF12 agonist
O=C(O)c1cc(OCc2ccccc2)cc(OCc2ccccc2)c1	-6	-0.1	0	-17	0.2	2.4	-0.3	6	1.3	0.2	-1.3
O=C(NC1CCCCC1)C1Cc2ccccc2CN1S(=O)(=O)c1ccc(F)cc1 (configuration not stated)	-1	0.3	-4	5	-2.8	0.9	-0.5	4	0.9	1.1	-1.3
CCOC(=O)/C=C1\SCC(=O)N1CC(=O)NC12CC3CC(CC(C3)C1)C2	-1	-1.1	-4	-13	-1.3	-1.1	-0.4	7	0.3	5.4	-1.6
COC(=O)c1ccccc1NC(=O)c1cnn2cccnc12	-13	0.1	-3	1	-2.8	0.1	0.2	6	0.9	1.6	-2.0
CCCOC(=O)CSc1nnc(-c2cc(OC)c(OC)c(OC)c2)o1	4	-0.1	0	0	3.0	2.1	0.8	0	-0.9	0.3	-0.9
Cc1ccc(CNC(=O)COc2ccccc2-c2ccccc2)cc1	1	-0.1	2	-2	1.8	-0.4	-0.9	2	-2.4	1.1	-1.2
CN1CCCN(C(=O)CC2(CC(=O)O)CCCC2)CC1	4	0.4	-2	4	-1.4	0.3	1.9	-4	-0.2	3.0	-1.3
COc1ccc(C(=O)CNc2ccccc2C#N)cc1	-6	0.0	7	-7	1.7	4.6	0.6	-7	0.2	3.6	-1.0
CN(C)c1ccc(C(=S)N2CCN(C(=S)Nc3cccc4ccccc34)CC2)cc1	-12	-0.2	-3	-2	0.5	0.6	-0.4	-24	2.2	0.5	-0.3
Cc1ccc(C(=O)N2CCCC(CCC(=O)N3CCN(c4ccccn4)CC3)C2)s1 (configuration not stated)	0	-0.8	-2	1	-2.6	-3.0	-2.2	0	-2.2	-1.3	-2.1
CC(Sc1nnc(Cc2ccccc2)o1)C(=O)Nc1ccccc1[N+](=O)[O-] (configuration not stated)	-4	-0.8	3	-5	0.1	2.9	0.9	-2	3.0	-0.2	-0.8
COC(=O)c1ccc(OCC2c3cc(OC)c(OC)cc3CCN2C(=O)c2ccco2)cc1 (configuration not stated)	4	-3.1	1	-4	-2.2	-6.1	-3.1	-1	-0.2	-5.4	-2.2
COc1cc(NC(=O)COc2ccccc2)c(OC)cc1NC(C)=O	-1	-0.5	-4	-5	-1.6	-1.7	2.6	0	-0.7	0.5	-1.7
CNC[C@@H](C)NC[C@@H](Cc1ccccc1)NCCc1ccccc1	2	0.4	2	7	-1.2	0.3	0.5	-8	-1.0	0.0	-1.2
O=[N+]([O-])c1ccc2c(c1)CCO[C@@]21O[C@H](CCO)C[C@H](O)[C@H]1O	2	0.2	-4	3	-1.3	-1.5	x	-1	0.4	x	-1.1
COC(=O)C1=C(C)N(Cc2ccco2)C(=O)N[C@@H]1c1ccccc1	-3	0.7	1	10	-2.0	2.1	0.5	11	0.3	-0.3	-0.8
CN(C)c1ccc(/C=N/Nc2cccc(C(=O)O)c2)cc1	-7	1.5	5	3	5.3	12*	-3.4	1	-12	3.3	0.1
COc1ccc(C(CNC(=O)c2cc3ccccc3o2)N2CCCCC2)cc1 (configuration not stated)	7	0.7	-1	-2	-0.2	-2.3	2.4	-4	-0.3	-0.2	-1.1
CCn1c(SCc2nc(N)nc(N3CCCCC3)n2)nc2c1c(=O)n(C)c(=O)n2C	-1	-0.4	-2	15	-1.6	0.4	-1.6	2	0.6	2.3	-0.6
Cc1cnc(NC(=O)CCNC(=O)c2ccc([N+](=O)[O-])cc2)s1	0	0.1	-2	0	0.0	-1.2	1.3	0	0.6	-1.1	-0.2
CCOc1ccc(N2CC(C(=O)Nc3ccc4c(c3)OCCO4)CC2=O)cc1 (configuration not stated)	-7	-1.3	-4	-3	-3.5	-7.8	-1.1	-1	0.1	-4.0	-2.3
COc1ccc(C(O)c2ncc(-c3ccccc3Cl)[nH]2)cc1F (configuration not stated)	0	-1.0	0	-6	-0.7	-1.5	x	0	1.3	-0.7	-0.4
CC(OCc1ccccc1)C(NC(=O)OC(C)(C)C)C(=O)NCC1CCCO1 (configuration not stated)	3	-0.3	-2	1	-0.8	0.3	-0.5	0	-0.3	0.2	-0.8
COC(=O)N/N=C/c1cn(CCOc2ccccc2OC)c2ccccc12	0	-1.0	-4	-17	-3.8	-2.8	0.1	3	-4.1	1.0	-1.5
CN(C)CCCNC(=O)C(=O)Nc1cc2c3c(c1)CC(=O)N3CCC2	0	-2.2	-1	-1	0.0	-1.7	1.9	2	-1.7	1.1	-0.8

Only DAX1 inh-2 and ssDAF12 agonist, for 2 of the compounds above:
SMILES	DAX1 inh-2	ssDAF12 agonist
CNC[C@@H](C)NC[C@@H](Cc1ccccc1)NCCc1ccccc1	0.5	-1.2
COc1ccc(C(O)c2ncc(-c3ccccc3Cl)[nH]2)cc1F (configuration not stated)	x	-0.4

Going on with the list:
SMILES	PLC-beta3 inh	DAX1 inh-1	SMARCA2 activ	sPLA2-III inh	hcDAF12 agonist	hgDAF12 agonist	DAX1 inh-2	NR1D1 modulator	PG9 Ab binder	FXN GAA850 act	ssDAF12 agonist
O=C(Cc1ccc(Cl)cc1)Nc1ccc(S(=O)(=O)Nc2cnc3ccccc3n2)cc1	-53	-0.2	-3	-64	-0.4	-0.9	3.0	6	-0.3	-0.7	-1.0
Cc1ccc(NC(=O)C2COc3ccccc3O2)nc1 (configuration not stated)	8	2.7	4	5	9.5*	12*	1.8	-5	-0.7	1.3	0.9
CCOC(=O)c1cc([N+](=O)[O-])cc([N+](=O)[O-])c1Sc1ncnc2nc[nH]c12	2	-2.5	-1	-9	-1.0	-4.6	1.0	-6	-0.9	1.0	-1.7
Nc1ccc(N=Nc2ccccc2)cc1[N+](=O)[O-]	6	1.9	3	-1	5.6*	12*	2.1	11	-1.4	6.6	3.0*
O=C(O)C1C2C=CC(C2)C1C(=O)NCc1ccc(Cl)cc1Cl (configuration not stated)	-7	-0.1	-3	-6	-1.1	-0.8	0.6	-1	-0.9	1.2	-1.9
COc1ccc(CC(=O)NNC(=S)Nc2ccc(Br)cc2)cc1	0	0.0	0	14	-0.7	-0.1	-0.6	2	-1.1	-3.4	-1.9
Cc1ccc(S(=O)(=O)N(C)c2ccc(C(=O)N3CCOCC3)cc2)cc1	-8	0.1	2	-1	-0.7	-1.6	-0.3	-1	0.9	1.7	-1.1
CSc1nnc(-c2ccc(NC(N)=S)cc2)o1	-1	-0.5	-3	8	-1.7	2.4	3.4	-2	-0.3	-1.4	-0.9
COc1cc(C(=O)NCc2nnc(SCC(=O)NCc3ccccc3)o2)cc(OC)c1OC	3	-1.0	-2	3	0.7	0.5	0.0	4	-1.0	-1.9	-1.5
CSc1cc(-c2ccccc2)n(C)c(=O)c1C#N	-1	-2.0	-2	-4	-3.6	0.6	0.0	9	-0.6	1.3	-1.3
COc1ccc(/C=N\N=C2/SC(CC(=O)O)C(=O)N2c2ccc(O)cc2)cc1 (configuration not stated)	1	0.7	0	-9	-2.0	-1.6	0.9	-4	1.4	2.3	-0.9
COc1ccc(C(=O)COC(=O)Cn2cnc3c2c(=O)n(C)c(=O)n3C)c(OC)c1	-7	-0.2	-1	4	-2.5	-1.3	1.3	-6	-0.5	2.1	-0.8
CCOc1ccccc1N(CC(=O)NCCc1ccc(OC)cc1)S(=O)(=O)c1ccc(C)cc1	1	0.2	-8	-6	-0.6	1.6	-0.3	-4	-1.7	-2.7	-1.5
Cc1onc(-c2ccccc2)c1-c1nc2ccccc2c(=O)o1	0	-0.4	-2	1	-0.1	-2.7	0.0	-4	3.1	0.8	-0.8
CCN(CC)CCn1c(NCc2cc(OC)ccc2OC)nc2ccccc21	1	0.1	-2	-4	-1.3	-0.6	-0.4	-3	1.7	-2.0	-0.8
O=C(NCc1cnc2ccccn12)C1CCC(=O)N(Cc2cccc(F)c2)C1 (configuration not stated)	-8	1.2	1	9	0.4	0.5	0.2	3	-0.5	0.3	-1.1
COCc1ccc(C(=O)Nc2ccccc2C(=O)NCc2cccnc2)cc1	3	-0.5	0	4	-0.1	-0.4	0.5	-9	1.5	0.7	-1.4
O=C(c1cccc(OC2CCN(Cc3ccc(F)cc3)CC2)c1)N1CCCC1	-11	-0.5	-3	4	-1.8	-2.8	-0.2	4	0.7	0.4	-1.0
CC(Nc1ccc(Cl)c(Cl)c1)C(=O)NN (configuration not stated)	1	0.1	1	-4	1.0	-0.1	-0.3	3	-2.4	-0.7	-1.9
Cc1ccc2c(CN3CCN(CCO)CC3)cc(=O)oc2c1C	-2	0.0	-1	0	1.1	-0.6	-1.3	1	2.3	2.0	-0.9
COc1cccc(CC2(CO)CCN(S(=O)(=O)c3ccc(OC)cc3OC)CC2)c1	6	-0.2	0	-4	-1.4	-2.7	-1.2	5	0.4	-0.6	-1.6
COc1ccc(C(=O)O)cc1NC(=S)NC(=O)Cc1ccc(Cl)cc1	-8	0.2	1	11	-2.1	-1.3	-0.4	1	1.5	2.6	-1.7
CCN(CC)CCCNC(=O)CSc1nc(-c2ccc(F)cc2)cc(C(F)(F)F)n1	-4	0.6	2	-5	-1.0	1.6	-0.5	-3	-0.8	2.2	-0.7
CCSc1ccc(/C(N)=N/OC(=O)c2cccs2)cn1	-10	3.9*	4	-5	2.2	6.4	1.6	-5	-3.0	3.3	-0.5
O=C(N/N=C/c1cccc2ccccc12)c1ccccc1Cl	-4	-0.1	4	-14	-2.0	1.8	0.0	11	-2.1	3.3	-1.1

Continuation:
SMILES	PLC-beta3 inh	DAX1 inh-1	SMARCA2 activ	sPLA2-III inh	hcDAF12 agonist	hgDAF12 agonist	DAX1 inh-2	NR1D1 modulator	PG9 Ab binder	FXN GAA850 act	ssDAF12 agonist
CC1CCCN(CCCOc2ccc([N+](=O)[O-])cc2)C1 (configuration not stated)	4	-0.3	-1	-8	-2.1	0.3	1.1	4	-1.9	-0.1	-1.1
CC1Cc2ccccc2N1C(=O)CSc1nnc(-c2ccc(S(=O)(=O)N3CCOCC3)cc2)n1C (configuration not stated)	3	-0.9	-2	-7	-2.2	-2.2	-1.5	-9	1.0	1.1	-1.6
CCCCn1c(-c2cc(Cl)ccc2OC)n[nH]c1=S	1	-0.8	1	8	-1.9	-4.5	-0.7	-2	2.9	2.0	-0.4
COC(=O)c1cc(C)sc1NC(=O)c1cccnc1	-5	-0.5	-5	2	-1.4	-0.7	0.5	-2	-1.6	-1.1	-1.4
CCOc1cc(C(=S)N2CCN(C)CC2)ccc1OCC(=O)N1CCCC1	-1	1.7	3	2	0.0	-3.6	0.9	-2	-3.6	1.2	-0.5
Cc1cccc(NC(=O)CN2CCN(C(=O)CNC(=O)Cc3cccc4ccccc34)CC2)c1C	-6	0.9	1	-1	-0.9	0.1	-0.2	-2	-0.1	1.3	-1.3
CC1CCCC(C)N1c1nnc(N)s1 (configuration not stated)	0	0.1	-2	7	-0.4	0.8	-1.8	2	-1.8	-1.0	-1.0
Cc1cc(C(F)F)n2nc(C(=O)Nc3sc4c(c3C#N)CCC4)nc2n1	-1	0.3	0	6	-0.9	-0.5	-0.6	-3	-6.0	0.1	-0.8

Bioassay records: PubChem, several laboratories
